NS5 inhibitors: Dengue-2 NS5 methyltransferase inhibitors, primary screen, biochemical, confirmation dose response (AID 588689); Dengue-2 NS5 methyltransferase capping enzyme assay, biochemical; higher % means a stronger effect; one-dose inhibition, % at 25 µM; IC50 in µM for titrated hits; hit rate 0.3% among 340,000; in the data active = a potency from the dose series
KOR beta-arrestin-1: KOR agonists, beta-arrestin recruitment, primary screen, cell-based, luminescence, uHTS (AID 1777). KOR beta-arrestin recruitment, luminescence; higher % means a stronger effect. activation, % at 10 µM, or EC50 in µM where a hit was titrated. hit rate 0.02% among 280,000; in the data active = activation above about 50%, passing the limit was not always enough; also: a part of the inactive calls stands beside numbers as strong as those of hits
HIV peptide binding: inhibitors of HIV fusion peptide binding, primary screen, biochemical, uHTS, fluorescence dequenching (AID 1986) | one-dose inhibition, % at 20 µM; IC50 in µM for titrated hits | hit rate 0.3% among 290,000 | cell-free peptide binding, fluorescence dequenching, 30 min; higher % means a stronger effect; in the data active = inhibition mostly above about 52%, no sharp cut-off; inactive = mostly below about 76%; also: some results filed as inactive read as strong as hits
GPR35 arrestin U2OS: inhibition of zaprinast-stimulated GPR35 beta-arrestin translocation – imaging, U2OS, beta-arrestin-GFP, zaprinast agonist, primary screen (AID 2058); U2OS GPR35 beta-arrestin-GFP translocation imaging, zaprinast antagonism; higher % means a stronger effect; one-dose inhibition, % at 10 µM; IC50 in µM for titrated hits; hit rate 0.052% among 290,000;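 active = inhibition of at least 50% with at least 30 cells and total cytoplasm GFP at most 10,000,000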
West Nile antiviral: inhibition of WNV-induced cytopathic effect – cell-based, CPE readout (AID 1621) | West Nile virus-infected cells, CPE inhibition; higher % means a stronger effect | CPE inhibition, % at 10 µM, or IC50 in µM where a hit was titrated | hit rate 0.02% among 290,000; in the data active = a potency from the dose series; also: strong numbers were not always called active
GPR55 antagonists: inhibition of LPI-stimulated GPR55 beta-arrestin translocation – imaging, U2OS, beta-arrestin-GFP, LPI agonist, primary screen (AID 2013). inhibition, % at 10 µM; hits with a dose series show IC50 in µM. U2OS GPR55 beta-arrestin-GFP translocation imaging, LPI antagonism; higher % means a stronger effect. hit rate 0.13% among 290,000;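 active = spots per cell inhibited over 60%, with over 100 cells counted and total cytoplasm intensity under 500,000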;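 also: U2OS cells stably carrying GPR55 and arrestin-GFP stimulated by 5 µM LPI near EC80; imaged beta-arrestin-GFP aggregate spots per cell after agonist stimulation; plate controls were LPI-stimulated DMSO wells for no effect and DMSO wells without LPI for full effect; some results filed as inactive read as strong as hits; confirmed hits need IC50 under 10 µM and bright autofluorescent wells are also inconclusive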
NOD1 inhibition: inhibition of NOD1-driven NF-kB reporter – cell-based, luminescence, uHTS, primary screen (AID 1578). NOD1-driven NF-kB luciferase reporter cells, luminescence; higher % means a stronger effect. one-dose inhibition, % at 4 µM; EC50 in µM for titrated hits. hit rate 1% among 290,000; in the data active = inhibition mostly above about 36%, no sharp cut-off; inactive = mostly below about 34%;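 also: HEK-293T reporter cells stimulated with the NOD1 agonist gamma-tri-DAP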
KOR beta-arrestin-2: kappa opioid receptor blockers – cell-based, luminescence, uHTS (AID 1778) | hit rate 0.091% among 290,000 | inhibition, % at 10 µM, or IC50 in µM where a hit was titrated | KOR beta-arrestin recruitment, luminescence, antagonist mode; higher % means a stronger effect; in the data active = inhibition above about 50%; also: strong numbers were not always called active
GPR55 beta-arrestin: selective activators of receptor GPR55 – imaging, U2OS cells, beta-arrestin-GFP redistribution, primary screen (AID 1961); U2OS GPR55 beta-arrestin-GFP redistribution imaging; higher % means a stronger effect; activation, % at 10 µM, or EC50 in µM where a hit was titrated; hit rate 0.048% among 290,000;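 active = activation above 40% with more than 50 cells counted in the well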;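 also: U2OS osteosarcoma cells stably expressing GPR55 and beta-arrestin-GFP; plate controls were DMSO negative control for no effect and LPI positive control for full effect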
NS5 inhibitors pilot replicate: also measured in NS5 inhibitors; calls as there; inhibition, %; measured here: pilot screen replicate inhibition
Numbers without * were called inactive; . = not tested or not shown; [ ] = remark or other dose.

SMILES	NS5 inhibitors	KOR beta-arrestin-1	HIV peptide binding	GPR35 arrestin U2OS	West Nile antiviral	GPR55 antagonists	NOD1 inhibition	KOR beta-arrestin-2	GPR55 beta-arrestin	others
CC1CCCN(CCCN2C(=O)C3C(C(=O)Nc4cccc(Cl)c4)C4C=CC3(O4)C2C(=O)NC2CCCCC2)C1 (stereo unspecified)	-7%	0.0%	0.7%	5%	-1.0%	16%	-35%	0%	0.3%
OCC1(Cc2ccccc2)CCN(CCCC2CCCC2)CC1	7%	.	0.8%	8%	-0.8%	8%	-37%	32%[20 µM]	-0.1%
O=C(Oc1ccc(C(=S)N2CCOCC2)cc1)c1ccccc1F	-3%	6.9%	0.7%	1%	-0.1%	-7%	-13%	-16%	-0.2%	NS5 inhibitors pilot replicate=-0.9
Cc1cccc(OCC(=O)N(Cc2cccs2)C2CCS(=O)(=O)C2)c1 (stereo unspecified)	-2%	1.9%	-0.6%	0%	-0.5%	10%	9%	-11%	0.2%
CCCc1nnc(SCC(=O)N2CCOCC2)n1Cc1ccco1	1%	-3.9%	-2.7%	10%	0.2%	5%	-6%	28%	-0.1%
CCC(=O)Nc1cccc(-c2ccc(N3CCCCC3)nn2)c1	-4%	-3.0%	-1.3%	-6%	-0.2%	-6%	-37%	-16%	0.2%
O=C(NC(=S)N1CCCCC1CO)C12CC3CC(CC(C3)C1)C2 (stereo unspecified)	2%	-1.0%	0.0%	-10%	0.3%	7%	-11%	1%	0.0%
CCOC(=O)c1cc(S(=O)(=O)NCc2ccco2)cn1C	13%	3.9%	-0.9%	-11%	-0.4%	6%	4%	0%	-0.2%
O=C(CN1CCC2(CC1)OCCO2)c1ccc2cc[nH]c2c1	5%	-4.7%	0.9%	-6%	0.5%	8%	-23%	-2%	-0.2%
COc1cc(/C=C/C(=O)OCC(=O)c2c(N)n(C)c(=O)n(C)c2=O)ccc1OC(F)F	-3%	1.9%	1.0%	-1%	-0.9%	8%	-30%	-46%[20 µM]	-0.1%
Cc1[nH]c2ccccc2c1/C=N/NC(=S)NCc1ccccc1	-16%	1.6%	-1.9%	-7%	-0.9%	14%	-47%	-16%	-0.3%
COC(=O)C1=C(C)N(Cc2ccco2)C(=O)N[C@@H]1c1ccccc1	-4%	-0.6%	0.9%	0%	-0.5%	6%	-18%	-24%	-0.3%
O=C(Nc1ccc(-c2ccc3nncn3n2)cc1)C1CCCC1	-6%	-0.4%	0.5%	-6%	-0.2%	14%	-33%	-5%	-0.6%
O=C(/C(N=Nc1cccc(C(F)(F)F)c1)=C(/O)c1cccs1)C(F)(F)F	-8%	6.3%	16%	-10%	-1.3%	1%	58%*	-55%	0.1%
Cc1cc(NC(=O)c2ccccc2O)nc(C)n1	3%	-4.0%	-0.3%	-16%	-0.3%	2%	-29%	-8%	-0.1%
Cc1ccc(-c2nc(N)n(C(=O)c3ccco3)n2)cc1	2%	-2.0%	-0.7%	-9%	-0.4%	-2%	-42%	-3%	-0.4%
CCc1cccc(CC)c1NC(=O)COC(=O)C1(c2ccc(Cl)cc2)CCCC1	-6%	21%	3.6%	20%	-0.9%	2%	-27%	-27%	-0.2%
CCN(CCC(=O)Nc1ccc(Br)c(C)c1)Cc1ccccc1	-2%	-2.0%	0.7%	-20%	0.1%	28%	-36%	2%	0.2%
COCCn1nnnc1C(c1ccc(OC)c(OC)c1)N1CCN(C(=O)c2ccco2)CC1 (stereo unspecified)	2%	4.0%	-0.6%	25%	-0.1%	6%	-10%	-28%	0.0%
CCOC(=O)C1CCN(C(=O)c2sc3nc(-c4ccccc4)cn3c2C)CC1	-1%	-0.8%	0.9%	6%	.	20%	-1%	-16%	-0.1%	NS5 inhibitors pilot replicate=-3.3
O=C(CSc1nc2ccccc2o1)NC(=O)NCc1ccco1	-3%	0.6%	1.9%	-12%	0.8%	-5%	19%	-26%	-0.1%
Cc1ccc(N(C(=O)CCC(=O)Nc2cc(C)on2)C(C(=O)NC2CCCC2)c2cccs2)cc1 (stereo unspecified)	4%	-3.8%	-0.9%	-1%	-1.5%	11%	-2%	1%	-0.1%
CCc1ccc(N(C(=O)c2csnn2)C(C(=O)NC(C)(C)C)c2ccncc2)cc1 (stereo unspecified)	-1%	4.4%	1.0%	2%	-0.9%	0%	-15%	-33%	-0.1%
Cc1cccc(C(=O)NNC(=O)c2ccc(O)cc2)c1	3%	-2.7%	0.3%	-12%	0.0%	-3%	5%	29%	0.0%
CC1CC(C)CN(CCCNS(=O)(=O)c2ccc3c(c2)oc(=O)n3C)C1 (stereo unspecified)	-6%	-0.3%	20%	5%	-0.4%	14%	-24%	2%	-0.1%
CC(NC(=O)CCc1nnc(Cc2cccc(C(F)(F)F)c2)o1)C1CC1 (stereo unspecified)	2%	.	1.3%	12%	-0.3%	-2%	-49%	-29%[20 µM]	-0.1%
O=C(Nc1ccc(Br)cc1F)C1CCN(c2nnc(-n3cccc3)s2)CC1	-4%	-5.7%	-0.6%	7%	-0.4%	-11%	0%	-5%	0.3%
Cc1cc(NC(=O)C2CCCCC2)nc2c1c(=O)oc1ccccc12	-2%	1.3%	1.0%	-11%	.	14%	19%	-45%	-0.1%
O=C(CCCc1c[nH]c2ccccc12)NCc1ccccc1F	-2%	-5.3%	-1.8%	-11%	-0.2%	2%	-24%	-3%	-0.2%
Cc1ccc2[nH]c(=O)c(C(c3nnnn3Cc3ccccc3)N3CCc4ccccc43)cc2c1 (stereo unspecified)	18%	-0.1%	-4.0%	20%	0.4%	2%	16%	48%	-0.1%

Quoted at random: five entries already listed, in no set order.
SMILES	NS5 inhibitors	KOR beta-arrestin-1	HIV peptide binding	GPR35 arrestin U2OS	West Nile antiviral	GPR55 antagonists	NOD1 inhibition	KOR beta-arrestin-2	GPR55 beta-arrestin	others
O=C(CSc1nc2ccccc2o1)NC(=O)NCc1ccco1	-3%	0.6%	1.9%	-12%	0.8%	-5%	19%	-26%	-0.1%
Cc1ccc(-c2nc(N)n(C(=O)c3ccco3)n2)cc1	2%	-2.0%	-0.7%	-9%	-0.4%	-2%	-42%	-3%	-0.4%
Cc1ccc(N(C(=O)CCC(=O)Nc2cc(C)on2)C(C(=O)NC2CCCC2)c2cccs2)cc1 (stereo unspecified)	4%	-3.8%	-0.9%	-1%	-1.5%	11%	-2%	1%	-0.1%
Cc1cccc(C(=O)NNC(=O)c2ccc(O)cc2)c1	3%	-2.7%	0.3%	-12%	0.0%	-3%	5%	29%	0.0%
O=C(CCCc1c[nH]c2ccccc12)NCc1ccccc1F	-2%	-5.3%	-1.8%	-11%	-0.2%	2%	-24%	-3%	-0.2%

Additional records
SMILES	NS5 inhibitors	KOR beta-arrestin-1	HIV peptide binding	GPR35 arrestin U2OS	West Nile antiviral	GPR55 antagonists	NOD1 inhibition	KOR beta-arrestin-2	GPR55 beta-arrestin	others
COc1ccc(-c2cc(-c3ccccc3)c(C#N)c(S(C)(=O)=O)n2)cc1	10%	1.0%	0.8%	-2%	2.1%	12%	20%	9%	-0.1%
O=C(CSc1nc2c(sc3ccccc32)c(=O)n1CCO)NCC1CCCO1 (stereo unspecified)	0%	2.6%	1.4%	6%	-0.1%	12%	-22%	-6%	-0.1%
CC(C)(C)C(=O)[C@@H]1[C@@H]2C(=O)N(c3ccc4c(c3)OCCO4)C(=O)[C@@H]2C2c3ccccc3C=CN21 (stereo partly specified)	19%	-4.9%	8.3%	0%	0.4%	2%	-5%	-2%	-0.3%
O=C(NCc1cccnc1)C(C(=O)c1ccc(F)cc1)n1ccccc1=O (stereo unspecified)	-2%	-5.0%	-0.9%	1%	0.5%	14%	-18%	20%	0.0%	NS5 inhibitors pilot replicate=1.1
CC1(C)NC(=O)N(CCCOc2ccc3c(c2)CCC3)C1=O	-2%	1.1%	1.2%	-4%	-1.2%	-5%	.	18%	0.5%
CC(C)CCNC(=O)CSc1nnc(-c2ccc(S(=O)(=O)N3CCCC3)cc2)n1C	-5%	5.8%	-1.4%	24%	0.3%	-3%	-9%	-35%	-0.1%
Cc1cccc(-c2n[nH]c([N+](=O)[O-])n2)c1	-2%	1.1%	2.4%	10%	1.1%	10%	-15%	-18%	-0.1%
N#C/C(=C\c1ccccc1)C(=O)Nc1nncs1	1%	3.6%	4.2%	-6%	1.6%	9%	-12%	10%	0.6%
CC(=O)Nc1ccc(S(=O)(=O)Nc2cccc(NC(=O)c3ccco3)c2)cc1	-5%	2.9%	1.7%	-9%	0.5%	2%	-30%	-2%	0.8%
CN(CC(O)Cn1cnc2c1c(=O)n(C)c(=O)n2C)c1ccccc1 (stereo unspecified)	-2%	-1.0%	0.1%	7%	-1.1%	11%	-23%	2%	0.3%
Cc1ccc(C(=O)Nc2cccnc2Cl)cc1Cl	0%	-4.1%	-0.5%	-10%	1.0%	-31%	-74%	23%[20 µM]	-0.1%
COc1ccc(Cn2c(-c3ccc(Cl)cc3)c[n+]3ccccc23)cc1	-5%	0.0%	-0.9%	7%	1.7%	1%	-36%	10%	-0.3%
Cc1cc(C)c2c(N)c(C(=O)NC3CCCC3)sc2n1	2%	-2.9%	-1.4%	-4%	-0.1%	18%	-38%	27%	0.2%
COC(=O)C1=C(C)N(C)C(=O)NC1c1ccsc1 (stereo unspecified)	-3%	-0.1%	-2.0%	-6%	0.5%	0%	-12%	-45%	-0.1%
Cc1cc(C)n(-c2ccc(Cl)c(C(=O)O)n2)n1	-7%	2.6%	0.4%	27%	-0.1%	3%	6%	-3%	0.2%
COc1ccc(S(=O)(=O)N2CCCC(C(=O)Nc3ccc4c(c3)OCCO4)C2)cc1 (stereo unspecified)	1%	-1.4%	-1.2%	-2%	0.3%	7%	-15%	16%	0.7%
C=CCSc1nnc2c(n1)OC(C)=Nc1ccc(Br)cc1-2	-5%	0.2%	-1.2%	-11%	0.1%	-8%	0%	-78%[20 µM]	0.6%
CCN(CC)S(=O)(=O)c1ccc(N2CCN(CCO)CC2)nc1	-7%	1.6%	2.0%	-3%	-0.3%	0%	-73%	-7%	-0.1%
O=c1c2ccccc2c(-c2ccccc2)nn1-c1ccc(Cl)c(Cl)c1	1%	7.4%	3.1%	13%	0.7%	6%	15%	-38%	0.2%
COC(=O)c1ccc(NC(=O)c2cccc(N3C(=O)C4C5C=CC(C6CC56)C4C3=O)c2)cc1 (stereo unspecified)	-3%	3.5%	0.5%	-8%	-0.8%	11%	28%	-8%	0.1%
Cc1cccc(N2CCN(C(=O)c3nn(C)c4c3CS(=O)(=O)c3ccccc3-4)CC2C)c1 (stereo unspecified)	-2%	-1.9%	1.4%	8%	0.2%	7%	20%	-68%	-0.1%
O=S(=O)(Cc1ccccc1)NCC1CCCN(Cc2cccc3nonc23)C1 (stereo unspecified)	-2%	6.9%	0.5%	4%	-0.1%	8%	-23%	16%	0.1%
CC1(C)C2CCC1(CS(=O)(=O)N1CCCc3ccccc31)C(=O)C2 (stereo unspecified)	-1%	-5.9%	-1.3%	17%	-0.3%	7%	-12%	32%	-0.1%
CCCn1c(O)c(N=NC(=O)CNC(=O)Cc2ccc(OC)cc2)c2ccccc21	5%	29%	0.1%	1%	0.0%	-23%	9%	-23%	0.0%

Screening data deposited in PubChem by several laboratories.

Only part of the results is shown (hit frequency here may not be typical).
